Vif-APOBEC3F blk = inhibitors of Vif-A3F interaction | Potency, µM (doses to about 46.1 µM), inactives show top-dose activity, negative = active | hit rate 0.2% among 390,000 | AID 602313 | HeLa A3F-eYFP + Vif (tagged APOBEC3F with the HIV-1 protein that degrades it), YFP fluorescence increase; further: potency means the concentration at half of the fitted maximal effect; % of control where 0% means no effect; nearly all actives have a fitted effect of over 65% in size
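HeLa cells stably expressing Vif plus C-terminally eYFP-tagged A3F were seeded, incubated overnight at 37 deg C, dosed with compound, incubated overnight again at 37 deg C. Yellow fluorescence (Ex 488/Em 500-530) reported blocked Vif-mediated A3F-eYFP degradation.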
USP1 inh = inhibitors of human USP1/UAF1 deubiquitinase. Potency, µM (doses to about 57.1 µM), inactives show top-dose activity change, negative = inhibition, hits mostly inhibitors. hit rate 0.23% among 390,000. AID 743255. recombinant USP1/UAF1, Ub-Rhodamine cleavage fluorescence; further: potency means the concentration at half of the fitted maximal effect; on the % scale 0 is the no-effect control and ±100 the full control effect; nearly all actives have a fitted effect of over 60% in size; inactives centre near -12
Target sequence (O94782 whole entry, looked up): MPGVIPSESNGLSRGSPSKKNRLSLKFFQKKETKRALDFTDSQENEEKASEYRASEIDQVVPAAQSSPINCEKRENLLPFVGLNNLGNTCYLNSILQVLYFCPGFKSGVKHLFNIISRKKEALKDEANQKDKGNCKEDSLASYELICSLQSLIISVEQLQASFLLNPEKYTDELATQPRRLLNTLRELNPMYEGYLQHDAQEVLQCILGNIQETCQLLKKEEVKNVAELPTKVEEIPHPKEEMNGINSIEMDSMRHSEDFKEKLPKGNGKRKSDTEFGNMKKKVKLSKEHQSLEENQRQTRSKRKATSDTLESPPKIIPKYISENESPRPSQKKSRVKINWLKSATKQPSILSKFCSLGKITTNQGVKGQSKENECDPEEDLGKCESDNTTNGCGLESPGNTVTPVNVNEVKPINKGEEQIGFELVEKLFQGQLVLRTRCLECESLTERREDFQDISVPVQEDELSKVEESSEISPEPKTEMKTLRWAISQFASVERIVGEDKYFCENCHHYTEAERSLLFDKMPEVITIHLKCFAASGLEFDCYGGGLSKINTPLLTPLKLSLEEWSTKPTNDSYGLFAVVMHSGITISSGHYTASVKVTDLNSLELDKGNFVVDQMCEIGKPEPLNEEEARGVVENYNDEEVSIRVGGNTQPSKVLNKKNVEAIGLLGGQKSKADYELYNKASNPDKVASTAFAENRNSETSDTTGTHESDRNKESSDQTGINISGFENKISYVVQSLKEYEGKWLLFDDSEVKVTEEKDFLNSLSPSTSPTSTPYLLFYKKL
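Step one: compound is pinned into 1nM USP1/UAF1 in HEPES pH 7.8 buffer with TCEP. Step two: 15 min room-temperature incubation. Step three: Ub-Rho (150nM final) starts cleavage, tracked by fluorescence over six one-minute reads.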
LDHA inh = inhibitors of human lactate dehydrogenase A; activity change, % (values are at about 110 or 230 µM); AID 1347041; purified LDHA, NADH/diaphorase-resazurin fluorescence; hits give low values; hit rate 0.15% among 480,000; P00338; in the data active means activity change below about -30%; inconclusive means mostly about -25% to -30%;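 further: plate controls were DMSO wells for no effect and wells without enzyme for full effect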
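Resorufin fluorescence (ex540/em590), read at 0 and 20 min after diaphorase/resazurin addition, reports the NADH left after a 5 min room-temperature reaction of 2 nM human LDH5 with 0.06 mM NADH and 0.2 mM pyruvate.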
rTrxR1 inhibitor = inhibitors of rat thioredoxin reductase 1. O89049. recombinant rTrxR1, NADPH fluorescence consumption, selenite substrate. Potency, µM (doses to about 114 µM), for the others: at the highest dose activity change, negative = inhibition, actives largely listed as inhibitors. hit rate 1% among 390,000; further: potency means the concentration at half of the fitted maximal effect; on the % scale 0 is the no-effect control and ±100 the full control effect; nearly all actives have a fitted effect of over 65% in size
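Rat TrxR1 (90 nM in the dispensed reagent) was pre-reduced with 400 uM NADPH for 5 min at room temperature, then incubated with compound for 15 min. After 400 uM selenite was added, NADPH fluorescence (Ex 340/Em 450 nm) was followed for 8 min.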
RGS4 inh = blocks human RGS4-accelerated GTP hydrolysis. AID 504845. P49798. Transcreener GDP fluorescence polarization, RGS4-accelerated GTP hydrolysis. Potency, µM (doses to about 114 µM), inactives show at the top dose activity change, negative = inhibition, actives largely listed as inhibitors. hit rate 0.039% among 390,000; further: potency means the concentration at half of the fitted maximal effect; on the % scale 0 is the no-effect control and ±100 the full control effect; nearly all actives have a fitted effect of over 75% in size; some results filed as inactive show a strong effect at the top dose
Target sequence (P49798 whole entry, looked up): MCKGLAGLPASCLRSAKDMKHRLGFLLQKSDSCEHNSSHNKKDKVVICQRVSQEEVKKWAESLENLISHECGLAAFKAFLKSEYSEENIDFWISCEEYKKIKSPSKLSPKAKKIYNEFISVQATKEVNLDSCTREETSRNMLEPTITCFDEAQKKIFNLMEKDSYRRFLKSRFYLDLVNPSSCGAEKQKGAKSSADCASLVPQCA
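MLSMR compounds (23 nl, pin-transferred) preincubated 10 min at room temperature with a 500nM (2x) first reagent, then RGS4 at 900nM (2x) plus Transcreener GDP mix added; fluorescence polarization (620/688 nm) read before and after 90 min at 30 °C.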
TrxR1 substrate = rat thioredoxin reductase 1 substrate activity; purified TrxR1 substrate turnover, NADPH consumption readout; Potency, µM (titrated, usually from 114 µM), inactives show at the highest dose activity change, negative = substrate turnover; AID 588456; hit rate 0.01% among 390,000; O89049; further: potency means the concentration at half of the fitted maximal effect; on the % scale 0 is the no-effect control and ±100 the full control effect; nearly all actives have a fitted effect of over 50% in size
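Rat TrxR1, dispensed at 90 nM, was prereduced with 400 uM NADPH (final) for 5 min at ~22 deg C, then incubated with compound 15 min before 400 uM selenite. A first-read NADPH fluorescence drop versus no-compound background flagged substrates.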
IDH1 R132H inh = inhibitors of human mutant IDH1 R132H. O75874. IDH1-R132H enzyme, NADPH consumption, diaphorase/resazurin fluorescence. Potency, µM (highest dose often 76.6 µM), for inactives: at the highest dose activity change, negative = inhibition, most hits filed as inhibitors. hit rate 0.093% among 390,000. AID 602179; further: potency means the concentration at half of the fitted maximal effect; on the % scale 0 is the no-effect control and ±100 the full control effect; nearly all actives have a fitted effect of over 65% in size
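IDH1-R132H (0.5 ug/mL dispensed) in pH 7.5 Tris buffer was preincubated 30 min with compound, then given a substrate mix of 0.016 mM NADPH and 2 mM alpha-KG for 80 min at room temperature; remaining NADPH was read by diaphorase/resazurin fluorescence.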
Vif-A3G inh = Vif-A3G binding inhibition; Q9HC16; HeLa A3G-eYFP + Vif (tagged APOBEC3G with the HIV-1 protein that degrades it), YFP fluorescence, overnight; Potency, µM (doses to about 46.1 µM), without a hit: top-dose activity, negative = active, most hits filed as inhibitors; hit rate 0.076% among 410,000; AID 602310;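 further: potency means the concentration at half of the fitted maximal effect; on the % scale 0 is the no-effect control and ±100 the full control effect; nearly all actives have a fitted effect of over 60% in size; hits raise eYFP signal because A3G escapes Vif-driven loss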
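HeLa cells stably expressing Vif and C-terminally eYFP-tagged A3G, seeded overnight at 37 deg C, then exposed to compound by pintool overnight at 37 deg C. Rise in yellow fluorescence (Ex 488/Em 500-530, Acumen) marks blocked Vif-driven A3G degradation.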
Glioma ERSR ind = ER stress response induction in glioma; U87-MG GRP78 promoter luciferase reporter, 16 h; Potency, µM, inactives show at the highest dose activation, usual class: activators; hit rate 0.02% among 420,000; AID 602332; further: potency means the concentration at half of the fitted maximal effect; series mostly up to about 76 µM; % of control where 0% means no effect; nearly all actives have a fitted effect of over 35% in size
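Stably transfected U87-MG glioma cells carrying a GRP78-based luciferase sensor; 16 h compound incubation. Luminescence end-point read 10 min after Bright-Glo addition at room temperature.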
Active calls of the source: *; u = inconclusive; x = not tested or not shown; & = joins results of further samples; [ ] = dose if it differs, or a comment. Unless noted, the call rests on the fitted dose curve; in most records, active means well fitted curve in the direction sought with a large enough effect; inconclusive means small, poorly fitted or top-dose-only effect, or another doubt; inactive means no such curve, though single readings can be large; an effect the other way counts as inactive or inconclusive. This is a subset; the hit share may differ from the screen's.

Second line of a record: Vif-APOBEC3F blk	USP1 inh	LDHA inh	rTrxR1 inhibitor	RGS4 inh	TrxR1 substrate	IDH1 R132H inh	Vif-A3G inh	Glioma ERSR ind
> COc1ccc(N2CCN(C(c3cccs3)C(C)NC(=O)C(=O)N3CCCC3)CC2)cc1 (stereo not given)
 : -3%	-17%	-4	-1%	-20%	1%	4%	2%	-2%
> CC(C)[C@H]1COCCS(=O)(=O)N1Cc1ccccc1
 : 3%	16%	-15	8%[57.1 µM]	10%	4%[57.1 µM]	-8%	1%&2%	-5%&-2%
> CC(CCN1CCC(CN2C(=S)NCC2Cc2ccccc2)CC1)c1ccccc1 (stereo not given)
 : 0%	-27%	-11	20%	8%	6%	29%	1%	-2%
> Cc1nn(CC(=O)OCC(=O)NC(C)c2ccccc2)c(C)c1[N+](=O)[O-] (stereo not given)
 : -1%	2%	-7	12%	4%	-3%	5%	1%	-2%
> CCN(CC)S(=O)(=O)c1cccc(-c2n[nH]c(=S)n2C)c1
 : 15%	-20%	-7	-13%[57.1 µM]	-14%	-5%[57.1 µM]	-10%	-3%	-1%
> CCOc1ccc(NC(=O)CN(C)C(=O)C2COc3ccccc3O2)cc1OCC (stereo not given)
 : 1%	u	-6	5%[57.1 µM]	6%	6%[57.1 µM]	-1%	1%	-2%
> COc1n[nH]c2nncnc12
 : -2%	-25%	-1	18%	-17%	5%	2%	0%	0%
> COc1ccc(COc2ccsc2C(=O)Nc2ccc(Cl)c(Cl)c2)cc1
 : -3%	u	-4	23%	4%	20%	4%	-7%	-1%
> Cc1ccc(Nc2nc(CSc3nnc(-c4ccncc4)n3C)cs2)cc1
 : 0%	-10%	-5	-2%	4%	0%	0%	0%	-8%
> O=[N+]([O-])c1ccc(Nc2ccc3ccccc3c2)nc1
 : 0%	-14%	-13	11%	15%	8%	7%	-3%	14%
> COc1ccc2cc3c(N)nn(C(=O)Cc4ccccc4OC)c3nc2c1
 : -3%	-18%	-13	6%	-9%	1%	-24%	2%	-4%
> C/C(=N/NC(=O)c1ccc2c(c1)OCO2)c1cccc(NC(=O)C(C)(C)C)c1
 : -1%	-16%	0	-3%[57.1 µM]	-40%	3%[57.1 µM]	1%	-1%	6%
> O=C(NNC1=C(C(=O)C(F)(F)F)CCC1)c1cccnc1
 : 8%	u	-11	-1%[57.1 µM]	2%	4%[57.1 µM]	13%	6%	10%
> O=C(Nc1ccc(Br)cn1)c1cccc(-c2cc3ccccc3oc2=O)c1
 : u	-1%	-10	11%	-21%	59%[activator]	2%	u	-10%
> CN(CCO)S(=O)(=O)c1ccc2c(c1)C(=NNC(N)=O)c1cc(S(=O)(=O)N(C)CCO)ccc1-2
 : 2%	-10%	-12	u	27%	-14%	0%	-2%	2%
> O=C(NCc1ccccc1CN1CCCC1)c1cc2ccccc2o1
 : 0%	-1%	-4	3%	12%	1%	-13%	5%	-3%
> O=C1c2ccccc2C(=O)N1CC(=O)N1c2ccccc2CCc2ccccc21
 : x	-15%	-3	17%	-8%	-1%	1%	2%	-2%
> COc1ccc(OC)c(/C=N/NC(=O)c2cc(-c3ccc(C)o3)nc3ccccc23)c1
 : 4%	-17%	0	79µM*	6%	22%	5%	1%	-2%
> Cc1ccc(C)c(Cn2c(=O)n(CCCCCC(=O)NCc3ccc4c(c3)OCO4)c(=O)c3sccc32)c1
 : 4%	-20%	-9	22%	13%	5%	0%	-3%	-3%
> O=C(NC1CC2CCCC(C1)N2Cc1ccco1)NC12CC3CC(CC(C3)C1)C2 (stereo not given)
 : 1%	-4%	-11	8%	-45%	3%	-5%	4%	-3%
> CC(C)(C)CNC(=O)c1cccc2c1C(=O)c1ccc(-c3cc4ccccc4o3)cc1S2(=O)=O
 : -2%	17%	-11	13%[57.1 µM]	36%	-7%	-5%	0%	-6%
> O=C(CN1CCN(c2ccccc2)CC1)Nc1cccc([N+](=O)[O-])c1
 : -1%	-10%	-6	7%	17%	-2%	-9%	0%	-4%
> C/C(=N\Nc1ccc(S(=O)(=O)N2CCOCC2)cc1[N+](=O)[O-])C(C)C
 : 2%	-7%	-4	5%[57.1 µM]	-6%	6%[57.1 µM]	9%	-2%	0%
> Cn1ccc(NC(=O)Nc2ccc(Cl)cc2)n1
 : 5%	-8%	-4	8%[57.1 µM]	-32%	2%[57.1 µM]	2%	-4%	1%
> O=C(O)c1cccc(NC(=S)N/N=C/c2ccccn2)c1
 : -2%	-10%	4	3%	-24%	-11%	8%	2%	-13%
> C/C(=N\NC(=O)CC1N=C(Cc2ccccc2)NNC1=O)c1ccc(C)cc1 (stereo not given)
 : x	-12%	0	-6%	-27%	0%	2%	-18%	5%
> O=C(CSc1ccc(Br)cc1)NC1CCS(=O)(=O)C1 (stereo not given)
 : 8%	-2%	-5	33%	14%	-3%	1%	-1%	-2%
> O=C(Nc1nnc(COc2ccc(Cl)cc2)s1)C1CCCO1 (stereo not given)
 : -1%	-4%	-9	-43%	-26%[11.4 µM]	5%[11.4 µM]	-6%	1%	-3%
> CCOC(=O)c1sc(NC(=O)CSc2nc3c(c(-c4ccc(OC)cc4)c2C#N)CCCC3)c(C#N)c1C
 : -4%	-13%	-16	20%[57.1 µM]	22%	10%[57.1 µM]	12%	1%	1%
> CCOC(=O)Cn1nnnc1C(CC)N(Cc1cc2ccc(C)cc2[nH]c1=O)C1CCCC1 (stereo not given)
 : -5%	-18%	-2	-5%	3%	-7%	-1%	1%	-4%
> Cc1ccc(OCc2ccc(C(=O)Nc3nc4ccccc4n3C)o2)c([N+](=O)[O-])c1
 : -8%	0%	-9	9%	-13%	-7%	3%	0%	-2%
> O=C(O)CCn1cnc2onc(-c3ccccc3Cl)c2c1=O
 : -8%	-11%	-3	11%	13%	-3%	23%	3%	-1%
> COc1ccc(N2CCN(C(=S)Nc3ccc(C)cc3)CC2)cc1
 : 0%	-24%	-3	18%	-9%	5%	0%	-2%	-4%
> CCOCCCn1cnc2c([nH]c3cc(OC)ccc32)c1=O
 : -10%	-20%	-1	-1%	23%	2%	6%	1%	1%
> COC(=O)c1cccc(NC(=O)CSc2nc(=O)cc(N)n2-c2ccccc2)c1
 : 5%	-13%	-11	19%	6%	-3%	2%	0%	0%
> CCc1cccc(C)c1NC(=O)CSc1nnc(N)s1
 : -1%	-20%	-18	14%	-5%	5%	-2%	-4%	0%
> Cn1cc(CNC(=O)C2c3ccccc3Oc3ccccc32)cn1
 : 0%	-17%	1	8%	13%	-1%	5%	2%	-2%
> O=C(COc1ccc(Cl)cc1)NCc1nnc(SCC(=O)NCC2CCCO2)o1 (stereo not given)
 : -22%	-11%	1	13%	-12%	9%	0%	-6%	1%
> Cc1ccc(NC(=S)N2CCN(C(=O)c3ccccc3)CC2)c(C)c1
 : -2%	-21%	-1	u	-57%[56.9 µM]	-2%	12%	2%	1%
> CC[C@]12c3[nH]c4ccc(OC)cc4c3CCN1C(=O)C(CC(=O)NCCc1ccccn1)C[C@@H]2C(=O)N1CCN(C(=O)C2CC2)CC1 (stereo not given in full)
 : 7%	-23%	3	11%	-8%	6%	6%	2%	-4%
> C/C(=N\NC(=O)c1cccnc1)c1ccc(C)c([N+](=O)[O-])c1
 : -2%	-15%	-2	-7%	-11%	-13%	1%	0%	-1%
> O=C(CC1C(=O)NCCN1Cc1ccccn1)NCCc1ccccc1F (stereo not given)
 : 5%	-22%	1	u	-36%	-10%	6%	-1%	-2%
> CC1Cc2ccccc2N1C(=O)CCS(=O)(=O)c1ccc2c(c1)NC(=O)CS2 (stereo not given)
 : -5%	-26%	-1	9%	-94%[56.9 µM]	-4%	12%	-11%	-1%
> COc1cc(/C=N/NC(=O)c2cccnc2)ccc1OCC(=O)Nc1c(C)cc(C)cc1C
 : -26%	-13%	-5	17%	-12%	-2%	2%	-4%	-4%
> O=c1oc(-c2cc3ccccc3o2)nc2sc3c(c12)CCCC3
 : -16%	3%	4	20%	-16%	9%	1%	0%	2%
> CCOc1ccc(Nc2cc(C)nc3c(C)cccc23)cc1
 : 1%	2%	-2	-7%[57.1 µM]	6%	-10%[57.1 µM]	-3%	1%	-5%
> CCCCn1c(=N)c(S(=O)(=O)c2ccc(Br)cc2)cc2c(=O)n3cccc(C)c3nc21
 : -7%	-23%	-1	-9%	-6%	-26%	-4%	-2%	-4%
> COc1ccc(CNc2ccc(Cl)cc2)cc1Cn1ccnc1
 : -5%	-10%	-3	9%[57.1 µM]	-5%	12%[57.1 µM]	23%	-3%	0%
> COCCNC(=S)Nc1ccc2nc(N3CCCC3)cc(C)c2c1
 : -1%	-22%	-2	u	7%	-2%	1%	3%	-2%
> CC(=O)Oc1cccc(C(=O)Nc2c[nH]c(=O)[nH]c2=O)c1
 : 15%	-14%	-2	23%[57.1 µM]	-4%	3%[57.1 µM]	8%	-2%	-3%
> CS(=O)(=O)c1ccc(Cl)c(NC(=O)Cc2ccccc2F)c1
 : 1%	-16%	3	24%[57.1 µM]	u	9%	0%	2%	-2%
